# From PubChem
# D3 ag: qHTS of D3 Dopamine Receptor Agonist: qHTS. D3R DiscoveRx beta-arrestin cells, luminescence, 90 min. D(3) dopamine receptor (Homo sapiens), P35462. 410,000 compounds, 0.58% hits. max activation, %; in the data active = max activation above about 30%; also: 0% is about no effect; mostly tested at two doses, the higher about 12 µM
# Target sequence (P35462 whole entry, looked up): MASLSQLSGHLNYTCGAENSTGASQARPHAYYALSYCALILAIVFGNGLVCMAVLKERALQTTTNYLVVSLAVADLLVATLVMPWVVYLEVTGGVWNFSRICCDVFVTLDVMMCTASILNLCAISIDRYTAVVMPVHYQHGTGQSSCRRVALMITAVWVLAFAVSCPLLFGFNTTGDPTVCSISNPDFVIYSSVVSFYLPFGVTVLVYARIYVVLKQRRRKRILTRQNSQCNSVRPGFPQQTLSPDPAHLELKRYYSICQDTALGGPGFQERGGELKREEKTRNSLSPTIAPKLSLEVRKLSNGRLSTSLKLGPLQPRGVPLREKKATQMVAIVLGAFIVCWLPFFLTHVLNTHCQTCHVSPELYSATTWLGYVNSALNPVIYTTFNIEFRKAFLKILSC
#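 Agonist mode: compounds and dopamine controls were applied to plated cells for 90 min at 37 degrees C after an overnight attachment at 1500 cells/well. Luminescent read-out followed 30 - 60 minutes at room temperature with DiscoveRx detection reagent.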
# KB-V1 MDR tox: qHTS assay for MDR1-selective chemotherapeutics: Primary screen using the drug-selected MDR subline cells KB-V1. Potency, µM (series often up to 46.1 µM), for the others: top-dose activity change, negative = cytotoxicity, usual class: cytotoxic. KB-V1 MDR cells viability, CellTiter-Glo, 72 h. AID 1347076, 2019. 400,000 compounds, 3.4% hits; also: potency is read from the fitted curve at half-maximal effect; % is scaled to controls: 0 for no effect and ±100 for the full control effect; nearly all actives have a fitted effect of over 60% in size
#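 KB-V1 MDR subline cells in DMEM (phenol-red free, 10% FBS) exposed to compounds in qHTS concentration series for 72 h at 37 degrees C. Viability read by CellTiter-Glo luminescence; concentration-effect curves fitted after normalization and correction.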
# GLP1R cytotox: qHTS of GLP-1 Receptor Inverse Agonists: Cytotox Screen; HEK293 cAMP-luciferase reporter cells, luminescence, 24 h; Potency, µM (highest dose often 38.3 µM), without a hit: at the top dose activity change, negative = inhibition, hits mostly inhibitors; 410,000 compounds, 0.13% hits; AID 624418, 2012;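 also: loss of luciferase light is scored as toxicity; potency is read from the fitted curve at half-maximal effect; % is scaled to controls: 0 for no effect and ±100 for the full control effect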
#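 Compound-treated cells are incubated 24 hr at 37 deg C under 5% CO2 after a 12 hour attachment period, then luciferase detection reagent is added and luminescence is measured following 12 min at room temperature; lowered signal indicates toxicity.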
# HT1080 IDH1KD tx: qHTS for induction of synthetic lethality in tumor cells producing 2HG: qHTS for the HT-1080-IDH1KD cell line; 360,000 compounds, 2% hits; HT-1080 IDH1 knockdown viability, ATP luminescence, 48 h; Potency, µM (highest dose often 46.1 µM), for inactives: top-dose activity, negative = toxicity, hits mostly cytotoxic; AID 686971, 2013;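 also: potency is read from the fitted curve at half-maximal effect; 0% = DMSO wells and -100% = cell-free medium wells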
#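 % activity derives from luminescence (CellTiter-Glo), normalised to DMSO and no-cell wells. HT-1080-IDH1KD cells, 750/well, had 48 h compound exposure at 37 °C.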
# MCF10A rereplic: A quantitative high throughput screen for small molecules that induce DNA re-replication in MCF 10a normal breast cells; MCF 10A DNA re-replication, Hoechst nuclear intensity, 48 h; Potency, µM (doses to about 46.1 µM), without a hit: at the highest dose activity, positive = re-replication, usual class: activators; 350,000 compounds, 2.9% hits; AID 624296, 2012; also: potency is read from the fitted curve at half-maximal effect; % of control where 0% means no effect; nearly all actives have a fitted effect of over 50% in size
# SW480 rerep: A quantitative high throughput screen for small molecules that induce DNA re-replication in SW480 colon adenocarcinoma cells | Potency, µM (titrated, usually from 46.1 µM), for the others: at the highest dose re-replication activation, usual class: activators | SW480 DNA re-replication, Hoechst DNA content imaging, 48 h | 340,000 compounds, 1.8% hits; also: potency is read from the fitted curve at half-maximal effect; % of control where 0% means no effect; nearly all actives have a fitted effect of over 55% in size
#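 Treated cells incubate 48 hr (37 C, 5% CO2), are stained 40 min with Hoechst, and nuclear fluorescence is enumerated; a rise in nuclei with high DNA signal marks re-replication.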
# IL1B secr inh: qHTS for Inhibitors of Inflammasome Signaling: IL-1-beta AlphaLISA Primary Screen; THP-1 LPS/ATP IL-1B secretion, AlphaLISA, 16 h; stronger effect = lower value; activity change, % at 57.5 µM; 360,000 compounds, 4.7% hits; AID 743279, 2014; in the data active = activity change below about -50%; inconclusive = mostly about -30% to -49%; also: % is scaled to controls: 0 for no effect and ±100 for the full control effect
#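 Secreted IL-1B measured by AlphaLISA bead assay after 16 h compound exposure of THP-1 cells; compounds (final up to 57.5 uM) added 1 h before LPS (250 ng/mL) and ATP (1.25 mM) stimulation; lower signal means less secretion.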
# HT1080NT lethal: qHTS for induction of synthetic lethality in tumor cells producing 2HG: qHTS for the HT-1080-NT fibrosarcoma cell line; 360,000 compounds, 1.6% hits; HT-1080-NT fibrosarcoma viability, CellTiter-Glo ATP luminescence, 48 h; Potency, µM (series often up to 46.1 µM), without a hit: at the highest dose activity, negative = less viability, most hits filed as cytotoxic; AID 686970, 2013;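 also: NT is the 2HG producing partner of a matched IDH1 knockdown line; potency is read from the fitted curve at half-maximal effect; 0% = DMSO-treated cells and -100% = media-only wells without cells; nearly all actives have a fitted effect of over 55% in size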
#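 Viability by CellTiter-Glo luminescence after 48 h compound exposure at 37C of HT-1080-NT cells (750/well, RPMI, 5% FBS). % activity scaled between DMSO wells and medium-only wells, then curve-fitted and categorized by curve class.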
# KB-3-1 tox: qHTS assay for MDR1-selective chemotherapeutics: Primary screen using the parental adenocarcinoma cell KB-3-1; KB-3-1 viability, CellTiter-Glo ATP luminescence, 72 h; Potency, µM (doses to about 46.1 µM), for inactives: at the top dose activity change, negative = cytotoxic, actives largely listed as cytotoxic; 400,000 compounds, 1.4% hits; also: potency is read from the fitted curve at half-maximal effect; % is scaled to controls: 0 for no effect and ±100 for the full control effect; nearly all actives have a fitted effect of over 60% in size
#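 KB-3-1 cells, DMEM (no phenol red) + 10% FBS; compound by pin transfer, 72 h, 37 °C. Readout: CellTiter-Glo luminescence after 10 min. Data normalized, curve-fitted.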
# Active calls of the source: *; ? = inconclusive; . = not tested or not shown; & = joins results of further samples; [ ] = dose if it differs, or a comment. Unless noted, calls follow the shape of the dose curve; as a rule, active = well fitted curve in the direction sought with a large enough effect; inconclusive = small, poorly fitted or top-dose-only effect, or another doubt; inactive = no such curve, though single readings can be large; an effect the other way counts as inactive or inconclusive. An unsorted share of the library; any-hit rate near 11%.
SMILES,D3 ag,KB-V1 MDR tox,GLP1R cytotox,HT1080 IDH1KD tx,MCF10A rereplic,SW480 rerep,IL1B secr inh,HT1080NT lethal,KB-3-1 tox
C/C(N)=C(/C#N)C(=O)COC(=O)C(NS(=O)(=O)c1ccc(Cl)cc1)C(C)O (stereo not drawn),-3&4,25%&13%,-3%&-2%,0%&5%,4%&-1%,-16%&-8%,19&7,-2%&-1%,10%&6%
CCOC(=O)CNC(=O)CN1C(=O)CC(c2ccccc2)S(=O)(=O)c2ccccc21 (stereo not drawn),3,1%,-4%,20%,-43%[inhibitor],-54%[inhibitor],-10,7%,1%
NS(=O)(=O)c1ccc(N=Cc2c(O)n(-c3nccs3)c(=O)c3ccccc23)cc1,0,3%,224%[activator],16%,17%,-119%[inhibitor],-20,11%,0%
CC(=O)C1=C(C)Nc2ncnn2C1c1ccc(Cl)cc1Cl (stereo not drawn),1,?,-8%,13%,15%,-4%,-13,12%,-16%
CCCCn1c(N)c(N(CC(C)C)C(=O)CSc2nnc(C)n2-c2ccc(OC)cc2)c(=O)[nH]c1=O,7,17%,-6%,2%,0%,-32%[inhibitor],1,9%,6%
Cc1cc(OCc2cccc(Cl)c2)c(C)cc1CN1CCOCC1,-12,-23%,-4%,-21%,18%,0%,-1,-6%,-13%
COc1cc(OC)cc(N(C(=O)CNC(=O)c2ccco2)C(C(=O)NCC2CCCO2)c2ccccc2)c1 (stereo not drawn),4,8%,-10%,-11%,?,10%,-1,-22%,?
Cc1ccc(C(=O)NCC(=O)OCC(=O)Nc2ccc3[nH]c(=O)[nH]c3c2)cc1,0,8%,11%,19%,-11%,?,-9,22%,?
Cc1cccc(C(=O)NC(=S)Nc2ccc(Cc3ccncc3)cc2)c1,2,0%,-5%,?,?,12%,?,?,?
CCCS(=O)(=O)N1CCCC(C(=O)NCCCN2CCN(c3ccc(F)cc3)CC2)C1 (stereo not drawn),-6,0%,18%,-2%,26%,0%,-5,-1%,-19%
N/C(=N\OC(=O)Cc1ccccc1[N+](=O)[O-])c1cccc(Br)c1,-13,1%,8%,18%,-5%,2%,0,?,-3%
Nc1nonc1N1CCCCC1,2,21%,-2%,9%,1%,-2%,17,-4%,15%
CC(C)C(=O)N1CCC(Cc2ccccc2)CC1,12,-8%,2%,-1%,0%,-1%,-1,0%,0%
Cc1ccccc1-n1c(SCC(=O)N2CCN(c3ccccn3)CC2)nnc1N1CCOCC1,3,2%,-8%,-1%,?,-13%,6,0%,0%
CCOC(=O)C1=C(c2ccccc2)NC(=O)NC1c1ccc(OCC#N)c(OC)c1 (stereo not drawn),2,5%,-5%,-5%,-10%,1%,3,-2%,-3%
C[C@H](CO)N1C[C@H](C)[C@@H](CN(C)Cc2ccc(C(=O)O)cc2)Oc2c(cccc2N(C)C)C1=O,14,0%,-7%,14%,-2%,-18%,14,13%,19%
CC(=O)Nc1ccc2nc(NC(=O)COc3ccccc3)sc2c1,5,3%,-7%[0.307 µM],13%,0%,-4%,5,1%,-15%
CCc1ccc2nc(Nc3nc(COC)cc(=O)[nH]3)nc(C)c2c1,6,21µM*,-16%,17%,13%,0%,?,4%,1%
CC(C)(C)NC(=O)c1ccccc1NC(=O)c1ccc2c(c1)OCO2,-10,-5%,-1%,9%,-23%,1%[1.84 µM],8,1%,0%
O=C1/C(=C\c2ccc([N+](=O)[O-])cc2)CCc2ccccc21,5,-2%,30%,-2%,0%,-2%,?,-5%,7%
COc1ccc2c(c1OC)C(=O)OC2CC(=O)c1ccc2c(c1)OCO2 (stereo not drawn),0,0%&11%,-5%,-5%,5%,-1%,4,-1%,3%&0%
Cc1cccc(CSc2ccc3nnc(-c4cccnc4)n3n2)c1,12,-5%,-6%,23%,-5%,-3%,20,5%,17%
C=CCn1c(SCC(=O)N2CCc3ccccc3C2)nnc1-c1ccncc1,3,0%,0%,-1%,1%,-1%,4,0%,-7%
CC(NS(=O)(=O)c1ccc2c(c1)CC(C)N2C(=O)C1CC1)c1ccccc1 (stereo not drawn),2,?,-2%,0%,4%,-20%,-11,-1%,-3%

# Four entries picked at random from those above, as already listed:
SMILES,D3 ag,KB-V1 MDR tox,GLP1R cytotox,HT1080 IDH1KD tx,MCF10A rereplic,SW480 rerep,IL1B secr inh,HT1080NT lethal,KB-3-1 tox
CC(C)(C)NC(=O)c1ccccc1NC(=O)c1ccc2c(c1)OCO2,-10,-5%,-1%,9%,-23%,1%[1.84 µM],8,1%,0%
CC(C)C(=O)N1CCC(Cc2ccccc2)CC1,12,-8%,2%,-1%,0%,-1%,-1,0%,0%
CC(=O)Nc1ccc2nc(NC(=O)COc3ccccc3)sc2c1,5,3%,-7%[0.307 µM],13%,0%,-4%,5,1%,-15%
Cc1cccc(CSc2ccc3nnc(-c4cccnc4)n3n2)c1,12,-5%,-6%,23%,-5%,-3%,20,5%,17%

# Next part.
SMILES,D3 ag,KB-V1 MDR tox,GLP1R cytotox,HT1080 IDH1KD tx,MCF10A rereplic,SW480 rerep,IL1B secr inh,HT1080NT lethal,KB-3-1 tox
O=C(c1ccccc1)c1sc(N2CCOCC2)nc1-c1ccccc1,10,-10%,8%,-11%,5%,0%,?,3%,12%
CCOc1ccc(NC(=O)CN(C)C(=O)/C=C/c2ccc(S(=O)(=O)N3CCCCCC3)cc2)cc1OCC,0,11%,-7%,0%,?,?,-15,3%,0%
Cc1ccc(C(=O)O/N=C(\N)c2ccccc2)c(Cl)c1,13,1%,2%,-1%,2%,-8%,24,?,-4%
Cc1cc2nc(/N=C(\N)NC(=O)N3c4ccccc4Sc4ccccc43)nc(C)c2cc1C,9&-5,?,1%&10%,22%&12%,-8%&9%,20%&1%,-7&-18,19%&14%,-16%&-16%
O=C(OCc1ccccc1)N1CCC2CC1c1cc(N3CCN(S(=O)(=O)c4cc(Cl)cc(Cl)c4)CC3)ccc12 (stereo not drawn),0,-9%,-18%,8%,.,.,22,1%,13%
CCOC(=O)c1sc(NC(=O)c2ccc(S(=O)(=O)N(C)C)cc2)cc1C,-8,-8%,6%,-22%,17%,-2%,-18,0%,?
O=C(Nc1ccc(S(=O)(=O)N2CCOCC2)cc1)c1ccc([N+](=O)[O-])s1,-9,?,3%,-3%,13µM*,.,31,-2%,5.2µM*
Cc1oc2ccccc2c1CNC(=O)N(C)C,11,5%,-4%,6%,-2%,-2%,0,6%,24%
Cc1ccc(C2=NOC(=O)/C2=C\C=C\c2ccccc2)cc1,-1,?,15%[0.307 µM],13µM*,5.2µM*,?,-96*,9.2µM*,?
O=S(=O)(Nc1ccccn1)c1ccc(Br)cc1,3,16%,4%,-1%,10%,2%,28,-2%,-3%
COc1ccc(NC(=O)c2csc3c2CCCCC3)c(OC)c1,-3,?,20%,-7%,?,8%,-175*,1%,?
CCC(=O)Nc1ccc(C(=O)NNC(=O)c2cccc(C)c2)cc1,-2,-8%,?,10%,0%,14%,20,10%,0%
FC(F)(F)c1nc(=S)c2ccccc2[nH]1,-5,-6%,-1%,-2%,?,-34%[inhibitor],43,-7%,-5%
O=C(Nc1nccs1)C1Cc2ccccc2CN1S(=O)(=O)c1ccc(F)cc1 (stereo not drawn),0,0%,-1%,-6%,425%[0.0737 µM],4.1µM*,6,1%,-9%
Cc1ccc(NC(=O)C2CCN(c3nn4c(=O)cc(C)nc4s3)CC2)cc1,0,24%,-1%,.,.,.,.,.,1%
CCCc1nc2ccc(NC(=O)c3ccco3)cc2c(=O)n1Cc1ccccc1Cl,2,?,-10%,-6%,20%,-14%[9.22 µM],-2,4%,12%
CCCN(CC(=O)Nc1ccc(C(N)=O)cc1)CC(=O)Nc1ccccc1C,1,?,-17%,-14%,5%,-38%[inhibitor],4,-7%,?
COc1ccc(-n2nnc3c(=O)n(CC(=O)N4CCCC4)cnc32)cc1,2,-29%,2%,1%,1%,2%,-8,5%,-2%
O=C(CSc1nnc2ccc(-c3ccccn3)nn12)Nc1cccc(F)c1,3,-7%,1%,11%,.,.,1,13%,2%
CCOc1cc(Cl)c(NC(C)=O)cc1OCC,0,2%,3%,8%,5%,4%,-4,7%,4%
CCOC(=O)c1[nH]c2ccc(OC)cc2c1NS(=O)(=O)c1ccc(OC)cc1OC,2,7%,-16%,-8%,10%,-4%,-3,-8%,18%
C/C=C/c1ccc(OCCCCN2CCC(C)CC2)c(OC)c1,-15,?,?,?,?,9%,-54*,?,-18%

# For reference, two of the compounds above.
SMILES,D3 ag,KB-V1 MDR tox,GLP1R cytotox,HT1080 IDH1KD tx,MCF10A rereplic,SW480 rerep,IL1B secr inh,HT1080NT lethal,KB-3-1 tox
COc1ccc(-n2nnc3c(=O)n(CC(=O)N4CCCC4)cnc32)cc1,2,-29%,2%,1%,1%,2%,-8,5%,-2%
O=C(CSc1nnc2ccc(-c3ccccn3)nn12)Nc1cccc(F)c1,3,-7%,1%,11%,.,.,1,13%,2%
